Screening results: PubChem, several laboratories
DDE Tn6 FP inh – inhibitors of Tn6 peptide binding to fibrin DD(E), primary screen, biochemical, fluorescence polarization, human fibrin, Tn6 probe; hit rate 0.21% among 370,000; inhibition, % at 8.3 µM; Fibrin DD(E) TRITC-Tn6 fluorescence polarization displacement;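 active means inhibition above a per-campaign cutoff: mean of compounds within control limits plus 3 SD, cut at about 15% in these data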;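 further: 0% = median of all compound wells on the plate and 100% = blocking peptide control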
Target sequence (P02675 whole entry, looked up): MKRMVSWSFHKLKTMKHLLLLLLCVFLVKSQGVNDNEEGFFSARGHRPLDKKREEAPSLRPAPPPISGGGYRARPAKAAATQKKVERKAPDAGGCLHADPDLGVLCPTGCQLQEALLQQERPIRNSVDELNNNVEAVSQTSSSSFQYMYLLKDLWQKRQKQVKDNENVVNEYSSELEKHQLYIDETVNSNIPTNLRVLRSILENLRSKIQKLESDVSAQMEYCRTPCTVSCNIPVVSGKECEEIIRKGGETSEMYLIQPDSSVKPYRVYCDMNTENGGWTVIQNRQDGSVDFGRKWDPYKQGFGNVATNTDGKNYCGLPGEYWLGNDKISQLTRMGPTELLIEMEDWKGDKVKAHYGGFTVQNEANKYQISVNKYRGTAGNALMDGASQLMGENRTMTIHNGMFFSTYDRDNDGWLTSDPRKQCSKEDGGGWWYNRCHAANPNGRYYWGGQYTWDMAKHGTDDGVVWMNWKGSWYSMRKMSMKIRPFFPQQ
Rev-erbA mod – modulators of Rev-erb alpha DNA binding, primary screen, biochemical, FITC-DNA, fluorescence polarization, uHTS | hit rate 0.79% among 370,000 | Nuclear receptor subfamily 1 group D member 1 (Homo sapiens), P20393 | Rev-erbα–FITC-DNA binding, 90 min | activity, % at 10 µM;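 active means activity above about 14%, limit read from the data; passing the limit was not always enough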;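 further: 0% = DMSO wells with 35 nM protein and 100% = DMSO wells with 750 nM protein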
PLC-beta3 inh – human PLC-beta3 inhibitors, primary screen, biochemical, fluorescence. inhibition, % at 12.2 µM. Purified PLC-beta3, fluorogenic substrate. hit rate 0.18% among 370,000; in the data active means inhibition above about 11%;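 further: 0% = median of compound wells on plate and 100% = full blocker control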
PLC-gamma1 inh – PLC-gamma1 enzyme inhibitors, primary screen, biochemical, fluorescence, purified enzyme. fluorogenic substrate. inhibition, % at 12.2 µM. hit rate 0.84% among 370,000. AID 720700, 2013; in the data active means inhibition above about 9.5%
DDE Tn7 FP inh – inhibitors of Tn7 peptide binding to fibrin DD(E), primary screen, biochemical, fluorescence polarization, human fibrin, Tn7 probe | FP displacement of FITC-Tn7 peptide from fibrin DD(E); 0% = median of compound wells per plate | Fibrinogen beta chain (Homo sapiens), P02675 | hit rate 0.13% among 370,000 | inhibition, % at 8.3 µM;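 active means inhibition above the mean of compounds falling within the control limits plus 3 SD of them, cut at about 14% in these data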;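 further: 0% = plate median of compound wells and 100% = 10 µM Aha-Tn7 peptide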
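Test system: human clot-derived fibrin DD(E) complex / Quantity: 2 µM final DD(E) protein / Incubation: 10 min plus 3 h, room temperature / Measured by: fluorescence polarization / Benchmarks: high control of 10 µM Aha-Tn7 peptide / Replicates: singlicate testing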
ARFGAP1 inhibitor – inhibitors of rat ARFGAP1 GAP activity, primary screen, biochemical, fluorescence polarization, GDP tracer; AID 651572, 2012; Arfgap1-stimulated ARF1 GTP hydrolysis, GDP FP detection; hit rate 0.26% among 360,000; inhibition, % at 16.5 µM; ADP-ribosylation factor GTPase-activating protein 1 (Rattus norvegicus), Q62848;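 active means inhibition above a per-plate limit, mean inhibition of low control wells plus 3 SD, cut at about 25% in these data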;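 further: 0% = DMSO wells with enzyme and 100% = wells lacking Arfgap1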
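Assay system: Rat Arfgap1 GAP domain (His6, aa 1-136), purified enzyme | Buffer or medium: HEPES 25 mM pH 7.5, NaCl 150 mM, MgCl2, DTT | Schedule: GTP hydrolysis reaction 2 h at 25 °C | Signal: FP of antibody-bound GDP Alexa 633 tracer, ex 620/em 688 nm | Measure: Percent inhibition of Arfgap1-stimulated GTP hydrolysis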
proKLK7 act – proKLK7 zymogen activators, primary screen, biochemical, fluorescence intensity; purified proKLK7, EDANS-DABCYL substrate fluorescence; 100% is mature enzyme control, 0% vehicle; activation, % at 7 µM; hit rate 0.9% among 370,000; AID 652039, 2013;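 active means activation above the mean of all tested compounds plus 3 SD, computed per campaign excluding outliers beyond control limits, cut at about 13% in these data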
ASAP1 inh – inhibitors of human ASAP1 ArfGAP activity, primary screen, biochemical, fluorescence polarization; ASAP1-stimulated ARF1 GTP hydrolysis, GDP FP detection; inhibition, % at 16.5 µM; hit rate 0.19% among 360,000; AID 624377, 2012; in the data active means inhibition above about 25%;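 further: 0% = vehicle with enzyme and substrate and 100% = no enzyme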
UHRF1 MBD2 ctr – UHRF1 methylated DNA binding inhibitors, primary screen, counter-screen for MBD2 inhibitor project, biochemical, TR-FRET, human UHRF1, single concentration; UHRF1 binding to methylated oligo; inhibition, % at 4.4 µM; hit rate 0.75% among 370,000; AID 687016, 2013; in the data active means inhibition above about 21%;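 further: UHRF1 SRA domain binding a hemimethylated CpG hairpin DNA probe; 0% = median of test compound wells and 100% = reference inhibitor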
sPLA2-III inh – human group III sPLA2 inhibitors, primary screen, biochemical, QFRET, BODIPY PC-A2 liposome substrate; Group 3 secretory phospholipase A2 (Homo sapiens), Q9NZ20; QFRET BODIPY PC-A2 liposome hydrolysis, fluorescence; inhibition, % at 12.2 µM; hit rate 0.56% among 370,000; AID 743126, 2013;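 active means inhibition above mean plus 3 SD of compounds lying within the high and low control bounds, cut at about 19% in these data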;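 further: 0% = median of test compound wells and 100% = no enzyme DMSO wells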
Target sequence (Q9NZ20 whole entry, looked up): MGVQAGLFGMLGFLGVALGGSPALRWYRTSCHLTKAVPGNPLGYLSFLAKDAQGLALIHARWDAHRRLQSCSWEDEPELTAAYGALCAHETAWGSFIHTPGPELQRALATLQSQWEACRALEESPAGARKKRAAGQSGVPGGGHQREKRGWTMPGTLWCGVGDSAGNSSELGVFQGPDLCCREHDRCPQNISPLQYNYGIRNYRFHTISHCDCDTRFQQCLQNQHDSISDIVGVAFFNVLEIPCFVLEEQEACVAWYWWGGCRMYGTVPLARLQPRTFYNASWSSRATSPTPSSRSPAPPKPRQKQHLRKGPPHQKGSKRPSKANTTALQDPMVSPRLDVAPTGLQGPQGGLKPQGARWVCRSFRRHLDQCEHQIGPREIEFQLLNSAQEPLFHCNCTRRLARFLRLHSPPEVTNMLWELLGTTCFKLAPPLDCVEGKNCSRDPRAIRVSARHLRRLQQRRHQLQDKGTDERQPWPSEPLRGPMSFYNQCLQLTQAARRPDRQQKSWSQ
* marks the source's active call; other numbers are inactive results; i = inactive; nt = no result given.

SMILES	DDE Tn6 FP inh	Rev-erbA mod	PLC-beta3 inh	PLC-gamma1 inh	DDE Tn7 FP inh	ARFGAP1 inhibitor	proKLK7 act	ASAP1 inh	UHRF1 MBD2 ctr	sPLA2-III inh
CC1=C(C(=O)OC(C)C)C(c2ccc(Br)s2)NC(=O)N1 (stereo not given)	5	3	-2	0	-5	2	0.0	1	2	4
O=[N+]([O-])c1cccc(/C(=N/N=C/c2ccccc2Br)C23CN4CN(CN(C4)C2)C3)c1	3	0	0	5	1	-4	0.5	-4	-4	4
COc1ccc(CN2C(=O)c3ccccc3C(/C=N/OCc3ccc(Cl)cc3)C2=O)cc1 (stereo not given)	-2	1	-60	-51	-6	6	-0.1	-3	-7	1
COc1ccc(-c2noc(CCC(=O)NCCCN3CCN(c4ccccc4F)CC3)n2)cc1	8	-2	2	-1	4	11	0.3	-5	-6	-6
COc1ccc(NS(=O)(=O)c2cc(NC(=O)[C@@H](NC(N)=O)C(C)C)ccc2C)cc1	-6	-2	-6	-3	-2	-3	0.3	-10	0	-10
COCCCNC(=O)Nc1ccc(F)cc1F	0	-7	-3	-2	5	-6	0.0	6	1	6
FC(F)(F)c1cccc(Sc2nc(-c3ccccc3)nnc2C(F)(F)F)c1	0	-4	7	4	1	7	-0.2	-4	1	5
CCOC(=O)[C@]12CCCC=C1N(Cc1ccccc1)C(=O)[C@H](CC(=O)NCc1cccc(C(F)(F)F)c1)C2	-1	-4	3	3	-1	-5	0.6	13	0	-3
CS(=O)(=O)N1CCC(C(=O)Nc2cc(Cl)cc(Cl)c2)CC1	1	-3	-1	0	8	3	0.0	8	2	-9
CC1N/C(=C\C(=O)c2ccccc2)N(O)C1(C)C (stereo not given)	-8	-2	1	2	-2	1	-0.7	-11	-1	-2
CC(=O)Nc1cccc(NC(=O)CS(=O)(=O)c2cn(CC(=O)N3CCCC3)c3ccccc23)c1	1	-7	-3	1	4	-10	0.3	2	-2	2
O=C(O)CC(CC(=O)N1CCOCC1)c1ccccc1 (stereo not given)	7	7	-3	1	0	5	-0.3	-1	10	3
N#CCC(=O)Nc1ccc(C(=O)NCCc2c[nH]c3ccccc23)cc1	-9	-4	-12	-4	-1	15	-0.5	9	-1	-49
CCOc1ccccc1NC(=O)CC1SC(=N)N(c2ccccc2)C1=O (stereo not given)	1	-5	3	0	-4	11	0.2	7	4	-26
Cc1ccc(CN2C(=O)C(F)(F)Oc3ccccc32)cc1	3	2	-4	-3	5	-6	-0.5	-16	1	6
O=C(O)CCCC(=O)NCc1c(Cl)cccc1Sc1ccc(Cl)cc1	3	2	-7	0	-6	-4	0.6	-5	-3	-9
O=C(C[n+]1cc(Br)cc2ccccc21)c1ccc(Br)cc1	-4	4	-21	-4	-1	-12	-0.9	9	3	-27
COc1cc(-c2cc(C(=O)NCc3ccc(S(N)(=O)=O)cc3)c3ccccc3n2)cc(OC)c1OC	-6	0	-187	-138	-2	0	3.6	5	-1	-8
COc1ccccc1C(=O)NCC(=O)OCC(=O)NNC(=O)c1ccc(Br)cc1	-4	4	3	4	-7	-4	-0.8	-3	-2	-11
CCN(Cc1nc(-c2ccc(C)cc2)no1)C(=O)c1ccco1	-1	0	-3	1	5	-11	-0.2	-1	1	-4
COc1cccc(CC2(CO)CCCN(Cc3cn[nH]c3C3CCCCC3)C2)c1 (stereo not given)	-1	-3	2	-2	2	1	-0.8	-11	7	-12
O=C(NCCCc1ccccc1)C(=O)NCC1OCCN1S(=O)(=O)c1cc(F)ccc1F (stereo not given)	2	0	-8	0	-6	-12	-0.2	2	-1	-8
Cc1cc(NC(=O)c2ccc([N+](=O)[O-])cc2Cl)ccc1NC(=O)c1ccco1	7	1	-1	-3	0	-5	0.1	-2	-3	5
Cc1onc(-c2ccccc2)c1C(=O)OCC(=O)N1CCC(C)CC1	-7	-6	-8	0	6	18	-0.1	-2	0	4
Cc1ccc(SCC(=O)O/N=C(\N)c2ccc([N+](=O)[O-])cc2)cc1	6	-1	-3	0	-4	7	0.2	7	-1	2

Single values from the results shown:
COc1cc(-c2cc(C(=O)NCc3ccc(S(N)(=O)=O)cc3)c3ccccc3n2)cc(OC)c1OC – UHRF1 MBD2 ctr = -1
COCCCNC(=O)Nc1ccc(F)cc1F – sPLA2-III inh = 6
COc1ccc(-c2noc(CCC(=O)NCCCN3CCN(c4ccccc4F)CC3)n2)cc1 – DDE Tn7 FP inh = 4

3 records picked at random from the list so far, as already listed:
SMILES	DDE Tn6 FP inh	Rev-erbA mod	PLC-beta3 inh	PLC-gamma1 inh	DDE Tn7 FP inh	ARFGAP1 inhibitor	proKLK7 act	ASAP1 inh	UHRF1 MBD2 ctr	sPLA2-III inh
CCOc1ccccc1NC(=O)CC1SC(=N)N(c2ccccc2)C1=O (stereo not given)	1	-5	3	0	-4	11	0.2	7	4	-26
O=[N+]([O-])c1cccc(/C(=N/N=C/c2ccccc2Br)C23CN4CN(CN(C4)C2)C3)c1	3	0	0	5	1	-4	0.5	-4	-4	4
N#CCC(=O)Nc1ccc(C(=O)NCCc2c[nH]c3ccccc23)cc1	-9	-4	-12	-4	-1	15	-0.5	9	-1	-49

Next compounds follow:
SMILES	DDE Tn6 FP inh	Rev-erbA mod	PLC-beta3 inh	PLC-gamma1 inh	DDE Tn7 FP inh	ARFGAP1 inhibitor	proKLK7 act	ASAP1 inh	UHRF1 MBD2 ctr	sPLA2-III inh
CCOc1cccc(C(=O)Nc2cc(C)ccc2NC(=O)c2ccco2)c1	-2	2	-10	1	2	10	-0.4	5	-2	-2
C=CCNC(=O)COc1cc(C)ccc1C	1	-4	3	7	7	7	-0.4	19	7	20*
Cc1ccc(NCC(=O)NNC2=NCCC2)c(C)c1	3	-2	6	3	-2	0	-0.1	2	5	9
COc1cc(/C=C2\C(=N)N3N=C(S(C)(=O)=O)SC3=NC2=O)ccc1OS(=O)(=O)c1ccc(C)cc1	3	-3	-23	-10	-1	-19	-0.7	-6	2	-8
COc1cc(C2C(=O)N(C3CCCC3)CC(=O)N2Cc2ccco2)ccc1OC(C)C (stereo not given)	9	3	4	4	8	-7	0.0	3	-2	-4
CC(CC(=O)NCCc1ccc(F)cc1)c1ccccc1 (stereo not given)	8	2	4	0	2	0	0.3	-17	0	0
O=C(NNC(=S)NC1CCCCC1)c1cccs1	1	-3	-1	-2	-3	3	-0.7	-16	-3	12
COc1ccc(CSc2nc3ccccc3c(=O)n2CCCN2CCOCC2)cc1F	-3	1	-3	3	-6	11	0.1	6	1	-10
COc1ccc(-c2n[nH]c(C)c2-c2cnn(-c3ccccc3)c2)c(O)c1	-13	0	1	3	-8	2	0.1	15	2	-25
COc1ccc(Cc2nnc(NC(=O)Nc3ccccc3OC)s2)cc1	-1	-4	6	6	1	4	0.2	4	-2	-23
Cc1[nH][nH]c(=O)c1N=Nc1ccc(S(N)(=O)=O)cc1	-7	12	-2	3	-7	0	-0.5	14	-13	10
CCNC(=O)C1(C)CCCN(C(=O)c2ccc3ccccc3n2)C1 (stereo not given)	-2	0	1	1	-2	1	-0.9	-10	-4	1
CC(=O)c1sc(NC(=O)CCS(=O)(=O)c2ccccc2)nc1C	8	-7	-4	5	1	-8	-0.7	12	-1	2
C/C(=N/N=C1/NC(=O)CC(C(=O)O)S1)c1ccccc1 (stereo not given)	3	-3	-13	-14	-5	7	-0.6	3	-2	-7
Cc1ccc(-c2nnc(SCc3ccc([N+](=O)[O-])cc3)n2-c2ccccc2)cc1	2	-1	-3	3	-1	nt	0.6	nt	2	-1
C=CCOC(=O)C1=C(C)N=C2SCCC(=O)N2C1/C=C/c1ccccc1OC (stereo not given)	7	-2	-8	1	3	0	0.3	4	0	-3
NCCCC[C@@H](C(=O)N1CCNCC1)n1cc([C@@H](N)CC(N)=O)nn1	-3	3	-2	3	0	3	-0.2	2	3	15
CCCCn1c(N)c(N(CCC(C)C)C(=O)c2ccc3ccccc3c2)c(=O)[nH]c1=O	3	-7	-3	-2	0	18	0.7	0	-1	-11
CC(C)CC1NC(=O)N(CC(=O)N(C)C2CCCCC2)C1=O (stereo not given)	-1	5	-2	4	3	6	0.6	-5	-1	-2
Cc1ccc(Sc2ccc(C(=O)NC(C)C)cc2[N+](=O)[O-])cc1	-2	-2	0	1	9	4	-0.5	2	1	8
CCOC(=O)c1cnn(-c2ccccc2)c1-n1cccc1C(=O)C(=O)N(CC)CC	2	2	0	1	0	-9	0.7	10	-1	4
COc1ccc(CN2CN(S(=O)(=O)c3ccccc3)c3nc4ccccc4nc32)cc1	2	0	-13	-5	-2	4	1.6	5	2	3
COC1=CC(=O)OC(c2ccc(C#N)cc2)C1 (stereo not given)	-6	-1	-6	1	2	7	-0.4	8	1	6
Cc1ccc(C(=O)N2CCCC(Nc3ccc(C)c(C)c3)C2)c(=O)[nH]1 (stereo not given)	3	5	0	4	-3	-4	-0.5	-9	0	-1
O=C(Nc1nc2ncccn2c1-c1ccc(F)cc1)C1CC1	-8	-1	i	i	0	nt	9.2	nt	1	12
Going on with the list.
SMILES	DDE Tn6 FP inh	Rev-erbA mod	PLC-beta3 inh	PLC-gamma1 inh	DDE Tn7 FP inh	ARFGAP1 inhibitor	proKLK7 act	ASAP1 inh	UHRF1 MBD2 ctr	sPLA2-III inh
CC(C)Cc1ccc(/C(=N/O)C(=O)O)s1	6	1	2	-3	4	16	-0.2	-3	-1	1
COC(=O)c1ccc2nc(NC(=O)COC(=O)CSc3nc(C)cc(C)n3)sc2c1	8	-2	3	0	8	-7	-0.6	-7	11	0
O=C(c1cccs1)N1CCN(S(=O)(=O)c2cccs2)CC1	8	-1	-6	5	-14	-8	0.2	4	2	4
NC1=NC(=O)/C(=C/c2cccc(F)c2)S1	2	-3	-1	3	4	6	-0.1	2	-3	-2
O=C(O)CN(c1ccccn1)S(=O)(=O)c1ccc(Cl)cc1	-1	-4	-19	-6	0	14	-0.4	0	2	12
COc1ccc(CC(=O)Nc2cc(S(=O)(=O)N3CCOCC3)ccc2N2CCOCC2)cc1OC	1	5	0	-4	6	13	-0.8	1	3	18
NS(=O)(=O)c1ccc(Sc2ccccn2)c([N+](=O)[O-])c1	-1	3	-5	2	7	-8	-0.1	5	1	0
CN1C(=O)CC(N2CCN(Cc3ccc(Cl)cc3)CC2)C1=O (stereo not given)	-6	-5	2	6	3	6	0.4	-4	1	4
CS(=O)(=O)N(CC(=O)N1CCN(c2ccccc2F)CC1)C1CCCCC1	-6	-3	3	2	-2	-2	-0.6	-6	-2	0
Cc1ccc(CN2CCNC(=O)C2CC(=O)NCCCn2ncc3ccccc32)o1 (stereo not given)	7	-8	-9	-4	0	2	0.3	4	-1	-6
